# Screening results deposited in PubChem BioAssay by National Center for Advancing Translational Sciences (NCATS).
# AmpC inh det – blocks E. coli AmpC beta-lactamase in presence of detergent. P00811. purified AmpC, nitrocefin hydrolysis with detergent. Potency, µM (series often up to 28.7 µM), inactives show at the highest dose activity change, negative = inhibition. hit rate 0.09% among 71,000; active = well fitted curve in the direction sought with a large enough effect
# Target sequence (P00811 whole entry, looked up): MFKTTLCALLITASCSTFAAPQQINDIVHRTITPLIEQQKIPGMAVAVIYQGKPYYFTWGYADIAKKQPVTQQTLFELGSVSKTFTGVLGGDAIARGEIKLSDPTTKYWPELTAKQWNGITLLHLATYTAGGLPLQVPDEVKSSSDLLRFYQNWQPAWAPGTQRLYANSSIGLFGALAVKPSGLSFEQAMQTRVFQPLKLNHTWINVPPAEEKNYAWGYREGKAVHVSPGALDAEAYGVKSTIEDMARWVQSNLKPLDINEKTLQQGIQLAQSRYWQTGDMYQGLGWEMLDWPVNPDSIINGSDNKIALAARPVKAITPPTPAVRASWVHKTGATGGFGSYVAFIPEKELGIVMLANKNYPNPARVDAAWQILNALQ
#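 E. coli AmpC (5.3 nM) in 20 mM phosphate pH 7.0 with 0.01% Triton X-100, preincubated 15 min RT with compound; nitrocefin (2 uL of 800 uM stock) hydrolysis followed by 480 nm absorbance every 20 s over 4 min.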
# * marks the source's active call; other numbers are inactive results; [ ] = remark or other dose. % is set by controls: 0 for no effect and ±100 for the full control effect; potency is the fitted concentration of half-maximal effect. An excerpt. The share of hits here may be higher or lower than overall.
SMILES,AmpC inh det
COC(=O)c1ccc(Cn2c(CN3CCOCC3)nc3ccccc3c2=O)o1,-2%
Cc1cccc(-n2c(SCC(=O)N3CCCC3)nnc2-c2ccccn2)c1C,2%
Cc1ccc2cc(C(c3nnnn3CC3CCCO3)N3CCCC4(CCCCC4)C3)c(=O)[nH]c2c1 (configuration not stated),-3%
CCn1cc(C(=O)N2CC(C)CC(C)C2)c(=O)c2cc(S(=O)(=O)N(C)C)ccc21 (configuration not stated),7%
N#Cc1ccc(CN2CC[C@@]3(CCCN(C(=O)c4cnccn4)C3)C2)cc1,1%
C=CCn1c(=O)n(CC=C)c(=O)n(CC=C)c1=O,9%
CCCc1cc(=O)[nH]c(SCC(=O)N(CC(C)C)C2CCS(=O)(=O)C2)n1 (configuration not stated),-2%
CC(=O)Nc1sc2c(c1C#N)CC(C)(C)NC2(C)C,-4%
CCc1ccc2[nH]c(=O)c(CN(CCN3CCOCC3)C(=O)Nc3ccccc3F)cc2c1,-1%
CCn1c(=O)c(-[n+]2ccccc2)c(O)c2ccccc21,-2%
CCc1nc(Nc2ccncc2)c2oc3ccccc3c2n1,16%
COC(=O)c1ccc(C(/C=C/[C@@H](C)C(=O)N(C)C)NC(=O)OCc2ccccc2)cc1 (some centres not stated),14%
O=C(NCCCNCc1ccccc1)c1ccncc1,28%
Cn1cccc1Cc1nnc(SCC(=O)N2CCCCCC2)n1-c1ccc(F)cc1,12%
Cc1cccc(N(C)c2cc(C)nc3nc(C)nn23)c1,3%
O=C(O)c1ccc(OC(F)(F)C(F)C(F)(F)F)cc1 (configuration not stated),-3%
Cc1cc2cc(CN(C(=O)C3CC3)C3CCCC3)c3nnnn3c2cc1C,1%
O=C(NCc1ccccn1)[C@@H]1C[C@H]1[C@@H](NP(=O)(c1ccccc1)c1ccccc1)c1ccccc1,-1%
N#Cc1c2c(c(N3CCN(c4ccccn4)CC3)n3c1nc1ccccc13)CCC2,-2%
CC(=O)OCN(C#N)c1nc(N(C)C)nc(N(C)C)n1,2%
CCCS(=O)(=O)N1CCN(C(=O)COc2ccc(-c3ccccc3)cc2)CC1,-1%
CC1(C)c2ssc(=S)c2-c2ccccc2N1C(=O)c1ccco1,-4%
O=C(Cc1ccccc1)Nc1ccc(NC(=O)c2ccco2)nc1,15%
Cc1ccccc1OCC(=O)Nc1ccccc1CO,-3%
COc1cc(C(C#N)N2CCCCC2)ccc1O (configuration not stated),9%
C/C(=C\C=C/[C@@H](C)C(=O)O)[C@H]1CN[C@H](C(=O)O)[C@@H]1CC(=O)O,2%
Cc1c(C(=O)O)oc2c3c(ccc12)OCCO3,-1%
CCCBr,5%
CSc1ccccc1NC(=O)c1cccs1,-5%
COc1ncnc2c1N[C@@](C)(O)c1c(F)c(F)c(F)c(F)c1S2,-9%
CC(=O)Nc1ccc(NC(=O)CSc2nccn2Cc2ccccc2)cc1,-2%
Cc1ccc(C2CC(c3ccccc3Cl)n3nc(N)nc3N2)cc1 (configuration not stated),10%
COc1ccccc1NC(=O)Nc1ccnn1Cc1cccs1,14%
Cc1oc(-c2ccc(Cl)cc2)nc1CN1CCC(C(=O)N2CCc3ccccc3C2)CC1,14%
CCn1cc(C(=O)N2CCN(Cc3ccc4c(c3)OCO4)CC2)c2cc(OC)c(OC)cc2c1=O,8%
Cc1nc2cc(C(=O)O)ccc2n1-c1ccc(F)cc1F,-5%
O=C(NCc1nc2ccccc2[nH]1)c1ccc(Cl)c(S(=O)(=O)N2CCCC2)c1,7%
CCn1c(C)c(CCC(=O)O)c(=O)n2nc(-c3ccccc3OC)cc12,5%
CCOC(=O)COc1ccc(-c2nnc(-c3ccccc3)o2)cc1,-1%
N#C/C(=C\c1ccc(O)c(O)c1)C(=O)c1ccc(O)c(O)c1,0%
COc1cccc(Nc2ncc3nc(-c4cccs4)c(=O)n(-c4ccccc4)c3n2)c1,0%
CN(CCOc1ccc(Cl)cc1)c1ccc(S(=O)(=O)N2CCCCC2)cn1,-4%
Cc1ccc2nc(SCC(=O)Nc3cc(C)on3)[nH]c2c1,-3%
O=c1c(-c2ccccc2)nc2cncnc2n1Cc1ccccc1,2%
COc1ccc(CNc2nc(-c3ccc4c(c3)OCO4)nc3ccccc23)c(OC)c1,12%
CCC1=[N+]([O-])C(C)(/C(C)=N\O)N(O)C1(C)C (configuration not stated),7%
COc1ccccc1CNc1ccnc(-c2cccc(C#N)c2)n1,5%
CCNC(=O)NC(=O)COC(=O)CCCSc1nc2ccccc2[nH]1,25%
CCN(CC)CCNC(=O)CS(=O)Cc1nc(-c2ccc(Cl)cc2)oc1C (configuration not stated),-3%
COc1ccc2c(c1)c1ccccc1n2C,-2%
Nc1nnc(SCc2cccnc2)s1,-6%
Cc1cc(C)cc(NC(=O)NCc2nnc(SCc3ccccc3)n2C)c1,-5%
COC(=O)N1CCC2(CC1)CCN(c1ccccn1)CC2,0%
O=C(Cn1nc(C(F)(F)F)c2c1CCCC2)NCCN1CCOCC1,4%
CN(C)CC(CN(C)C)c1ccccn1,-6%[5.75 µM]
N#Cc1ccc(Oc2ccc(C(N)=O)cc2)cc1C#N,3%
Cc1c(C(=O)NN2CCOCC2)nn(-c2ccc(Cl)cc2Cl)c1-c1ccc(I)cc1,1%
CS(=O)(=O)N1CCC(C(=O)NCc2ccco2)CC1,-6%
CCc1nc(N)nc2c1C(=O)CC(C)(C)C2,-3%
O=C(c1cc2ccccc2oc1=O)N(Cc1ccc2c(c1)OCO2)Cc1ccco1,-1%

# Continuation:
SMILES,AmpC inh det
COCCn1c(=O)c(C)nc2cnc(OC)nc21,-1%
CCCCCCOC(=O)C(C#N)c1nc2ccccc2nc1N1CCCCC1 (configuration not stated),17%
CCCn1c(=NC(=O)c2ccncc2)c(C(=O)OCC)cc2c(=O)n3cccc(C)c3nc21,-2%
CS(=O)(=O)N(CC(=O)N1CCCCC1)C1CCCCC1,8%
O=C(Nc1nccs1)C1C2/C=C\CCCCC21 (configuration not stated),-4%
O=C(NCc1cccs1)c1cnn2cccnc12,-2%
OCC1(CO)COC2(CCCC2)N1,15%
O=C(NCCc1cccc(F)c1)[C@@H]1CSC2c3ccccc3C(=O)N21 (some centres not stated),-3%
C=CCn1c(SCC(=O)c2ccccc2)nnc1-c1cc2ccccc2o1,-3%
N[C@H](Cn1oc(=O)[nH]c1=O)C(=O)O,-5%
CCOC(=O)C(CCOc1cccc(CC)c1)C(=O)OCC,7%
CCc1ncc(CO)n1Cc1cccc2ccccc12,-4%[5.75 µM]
CCCn1c(N)c(C(=O)CSc2nnc(Cc3ccccc3)o2)c(=O)n(C)c1=O,-2%
CCOc1ccc(N(CC(=O)OC)S(=O)(=O)c2c(C)noc2C)cc1,10%
O=c1[nH]c(CSc2ncc(-c3ccc(F)cc3)n2Cc2ccco2)nc2ccccc12,-4%
NCCc1nnc(SCc2ccccc2)o1,-3%
CC(=O)NCCOc1c(C)cc(S(N)(=O)=O)cc1C,6%
Cc1ccc(CNc2ccc3c(c2)ncn3C)cc1,-4%
COc1ccccc1N1CCN(C(=O)c2cc(-c3ccc(Br)cc3)on2)CC1,24%
Cc1ccc(NC(=O)c2cccc(N(C)C)c2)cc1NC(=O)c1ccc(O)cc1,-7%
CCOc1ccccc1NC(=O)CCC(=O)Nc1ccc2nc(N3CCN(C)CC3)cc(C)c2c1,0%
Cc1cc(-n2c(C)cc(C(=O)CSc3nc4ccccc4c(=O)n3Cc3ccco3)c2C)no1,-4%
O=C(CSc1nnnn1C1CC2CCC1C2)Nc1ccnc2ccccc12 (configuration not stated),-2%
COc1ccc(C(=O)N2CCC(C(=O)Nc3ccc(OC)c(OC)c3)CC2)cc1,9%
Cc1ccc(NC(=O)CSc2nnc(-c3ccncc3)n2N)cc1C,1%
CC(C)S,10%
COc1ccc(Cn2nnnc2C(c2cc3cc(C)cc(C)c3[nH]c2=O)N2CCOCC2)cc1 (configuration not stated),-3%
O=C(NCCOc1ccccc1)c1n[nH]c(=O)c2ccccc12,-6%
c1ccc(-c2nnc(CSc3nnc(-c4ccncc4)n3Cc3ccco3)o2)cc1,-2%
O=C(CSc1nnc2ccccn12)c1ccccc1,9%
N#Cc1c(-c2ccccc2)nc(N2CCCCCC2)[nH]c1=O,-4%
CN(Cc1ccccc1)C(=O)c1cccc(NC(=O)c2ccco2)c1,-4%
COc1cccc(-c2ccc3ncnc(N(C)C)c3c2)c1,10µM*
CCn1c(SCc2nnc(-c3ccccc3)o2)nc2c1c(=O)n(C)c(=O)n2C,-2%
O=C(Nc1ccccc1)C1CC=CCC1C(=O)OCC1CCCO1 (configuration not stated),4%
COc1ccc(CC(C)N2CCN(Cc3ccccc3)CC2)c(OC)c1 (configuration not stated),6%
Nc1[nH]c(=O)nc2c1ncn2[C@H]1O[C@@H](CO)[C@@H](O)[C@@H]1O,-1%[5.75 µM]
Cc1ccc(C2=CSC3=NCCN23)c(C)c1,13%
CCC(OC(=O)c1nsc(Cl)c1Cl)C(=O)NCc1ccco1 (configuration not stated),9%
O=C(O)c1cccc(S(=O)(=O)NCC2CCCO2)c1 (configuration not stated),-1%
O=C1CC(c2ccccc2)CC(O)=C1C=NCC1CCCO1 (configuration not stated),2%
COc1ccc(-c2cc(C(F)(F)F)nc(SCC(N)=O)n2)cc1,6%
c1ccc2sc(SCSc3nc4ccccc4s3)nc2c1,-7%[5.75 µM]
CC(OC(=O)c1nn(C)c(=O)c2ccccc12)C(=O)NCc1ccc2c(c1)OCO2 (configuration not stated),-4%
CCSc1ncc(C#N)c(=O)[nH]1,0%
CCN1CCN(c2ncc(C(=O)Nc3ccccc3C(=O)OC)c3ccccc23)CC1,-1%
CC(C)(C)NC(=O)[C@@H]1C[C@@H]2CCCC[C@@H]2CN1C[C@@H](O)[C@H](Cc1ccccc1)NC(=O)[C@H](CC(N)=O)NC(=O)c1ccc2ccccc2n1,7%
Cc1ccc(C)c(N(CC(N)=O)S(C)(=O)=O)c1,-5%
Cc1nnc(SCC(=O)Nc2c(Cl)cccc2Cl)[nH]c1=O,13%
c1ccc(-c2noc(C34CC5CC(CC(C5)C3)C4)n2)nc1,-1%
CC1(C)CC(=O)c2cnc(NCC3CCCO3)nc2C1 (configuration not stated),13%
CCCC(=O)c1c(NC(C)C)cc(C)oc1=O,-3%
COc1ccc(Cl)cc1NS(=O)(=O)c1cc(Cl)ccc1OC,-2%
COc1ccc(S(=O)(=O)N(Cc2ccc(OC)c(OC)c2)Cc2ccco2)cc1,5%
Cc1cc(C)nc(NC(=O)NS(=O)(=O)Nc2ccc(Br)cn2)n1,-1%
O=C(NCCc1ccccc1)C1CCN(S(=O)(=O)c2ccc(-n3cnnn3)cc2)CC1,-1%
CCn1c(COc2ccc(Cl)c(C)c2)nnc1SCC(=O)N1CCCC1,-2%
O=C(NC1CCCCC1)C1CCCN(c2nnnn2-c2ccccc2)C1 (configuration not stated),-5%
N=c1n(Cc2ccccc2)c2ccccc2n1CC(O)c1ccco1 (configuration not stated),-4%
COc1ccccc1CNc1ccnc(-c2ccccc2CN(C)C)n1,8%

# Next section
SMILES,AmpC inh det
COc1ccc(CNC2CCCCC2)cc1,-2%
O=C(CSc1ccc2nnc(-c3ccccc3)n2n1)N1CCCCC1,-4%
Cc1ccc(C2CC(=O)c3cnc(NC(=O)c4ccco4)nc3C2)cc1 (configuration not stated),-3%
Cc1nc(NCc2ccccc2)[nH]c(=O)c1CCC(C)C,-1%
Cc1ccc2cc(CN(Cc3ccco3)C(=O)c3cccs3)c(=O)[nH]c2c1,-5%
O=C(NC1CCCc2ccccc21)C1CCN(C(=O)c2sccc2-n2cccc2)CC1 (configuration not stated),8%
CCOC(=O)N1CCN(c2c(N3CC=C(c4ccccc4)CC3)c(=O)c2=O)CC1,11%
O=C(NCc1ccncc1)C1CCCN(S(=O)(=O)Cc2ccccc2)C1 (configuration not stated),13%
CC(C)N(Cc1nc(-c2ccccc2)no1)C(=O)c1ccc(Br)o1,-2%
O=C(c1ccco1)N1CCC[C@@]2(CCN(Cc3ccncc3)C2)C1,-1%
CCOC(=O)c1c(C)[nH]c(C=Nc2ccccc2)c1O,-3%
COc1ccc(Cc2nnc(SCC(=O)c3ccc(OC)cc3)o2)cc1,0%

# Reformatted: 21 of the compounds above
smiles | AmpC inh det
Cc1nnc(SCC(=O)Nc2c(Cl)cccc2Cl)[nH]c1=O | 13%
c1ccc(-c2noc(C34CC5CC(CC(C5)C3)C4)n2)nc1 | -1%
CC1(C)CC(=O)c2cnc(NCC3CCCO3)nc2C1 (configuration not stated) | 13%
CCCC(=O)c1c(NC(C)C)cc(C)oc1=O | -3%
COc1ccc(Cl)cc1NS(=O)(=O)c1cc(Cl)ccc1OC | -2%
COc1ccc(S(=O)(=O)N(Cc2ccc(OC)c(OC)c2)Cc2ccco2)cc1 | 5%
Cc1cc(C)nc(NC(=O)NS(=O)(=O)Nc2ccc(Br)cn2)n1 | -1%
O=C(NCCc1ccccc1)C1CCN(S(=O)(=O)c2ccc(-n3cnnn3)cc2)CC1 | -1%
CCn1c(COc2ccc(Cl)c(C)c2)nnc1SCC(=O)N1CCCC1 | -2%
O=C(NC1CCCCC1)C1CCCN(c2nnnn2-c2ccccc2)C1 (configuration not stated) | -5%
N=c1n(Cc2ccccc2)c2ccccc2n1CC(O)c1ccco1 (configuration not stated) | -4%
COc1ccccc1CNc1ccnc(-c2ccccc2CN(C)C)n1 | 8%
COc1ccc(CNC2CCCCC2)cc1 | -2%
O=C(CSc1ccc2nnc(-c3ccccc3)n2n1)N1CCCCC1 | -4%
Cc1ccc(C2CC(=O)c3cnc(NC(=O)c4ccco4)nc3C2)cc1 (configuration not stated) | -3%
Cc1nc(NCc2ccccc2)[nH]c(=O)c1CCC(C)C | -1%
Cc1ccc2cc(CN(Cc3ccco3)C(=O)c3cccs3)c(=O)[nH]c2c1 | -5%
O=C(NC1CCCc2ccccc21)C1CCN(C(=O)c2sccc2-n2cccc2)CC1 (configuration not stated) | 8%
CCOC(=O)N1CCN(c2c(N3CC=C(c4ccccc4)CC3)c(=O)c2=O)CC1 | 11%
O=C(NCc1ccncc1)C1CCCN(S(=O)(=O)Cc2ccccc2)C1 (configuration not stated) | 13%
CC(C)N(Cc1nc(-c2ccccc2)no1)C(=O)c1ccc(Br)o1 | -2%
